APP transl inh – APP translation inhibition; SH-SY5Y APP 5'UTR-luciferase reporter, luminescence; inhibition, % at 2 µM; 190,000 tested, 0.82% active; AID 1285;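 active means inhibition above a set limit, derived from the sample mean plus 3 SD, cut at about 45% in these data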; further: values of inactives mirror those of a sister screen read the other way
TNAP act hi DEA – activators of human TNAP at high phosphate acceptor concentration. 200,000 tested, under 10 active. activation factor at 20 µM. AID 1136. purified TNAP, CDP-star luminescence, 1 M DEA, 30 min; stronger effect = higher value; 0 = EDTA background, 1 = DMSO-only activity. P05186;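 active means activation factor at least 2 at 20 µM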
Target sequence (P05186 whole entry, looked up): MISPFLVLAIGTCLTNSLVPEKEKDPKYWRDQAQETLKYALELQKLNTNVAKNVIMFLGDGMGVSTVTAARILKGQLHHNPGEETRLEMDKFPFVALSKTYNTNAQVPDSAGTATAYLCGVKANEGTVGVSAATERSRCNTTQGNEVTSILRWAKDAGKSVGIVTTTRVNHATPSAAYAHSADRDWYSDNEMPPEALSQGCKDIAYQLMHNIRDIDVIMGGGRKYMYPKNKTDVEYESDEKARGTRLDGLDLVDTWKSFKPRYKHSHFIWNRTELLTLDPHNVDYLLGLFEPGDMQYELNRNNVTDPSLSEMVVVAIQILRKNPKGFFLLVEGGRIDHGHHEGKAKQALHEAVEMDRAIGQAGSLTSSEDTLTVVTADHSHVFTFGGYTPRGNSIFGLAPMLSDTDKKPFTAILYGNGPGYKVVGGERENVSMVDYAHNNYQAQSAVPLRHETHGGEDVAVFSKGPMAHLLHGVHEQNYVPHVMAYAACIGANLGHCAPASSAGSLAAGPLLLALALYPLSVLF
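Control set: EDTA negative control, DMSO positive control / Assay system: human TNAP / Quantity: TNAP 1/800 final / Evaluation: TNAP activation factor scaled between EDTA and DMSO control wells / Measured by: luminescent substrate turnover signal / Compound dosing: one dose, 20 µM / Times: 30 min enzyme reaction at room temperature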
RAM network inh – yeast RAM network inhibition; S. cerevisiae dse1pr::URA3 reporter, 5-FOA growth OD615, 2 d; analog-sensitive cbk1-as2 kinase mutant strain; inhibition, % at 50 µM; 190,000 tested, 1.8% active;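 active means inhibition above a set limit, 3 SD over mean compound inhibition, cut at about 8.4% in these data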;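 further: 0% = DMSO-only wells with no growth and 100% = 10 µM 1-NA-PP1 full growth; inhibition rescues growth on 5-FOA so higher OD means more RAM inhibition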
L major viab – inhibitors of Leishmania major promastigote growth; 200,000 tested, 9% active; Leishmania major promastigotes, resazurin fluorescence viability; inhibition, % at 10 µM; AID 1063; in the data active means inhibition above about 50%;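 further: promastigotes grown with compound for 44 hours at 28 °C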
bIAP act – intestinal alkaline phosphatase (bovine) activation; purified bovine IAP, CDP-star luminescence, 30 min; stronger effect = higher value; fold of DMSO-control signal, blank-subtracted; activation factor at 20 µM; 200,000 tested, 0.17% active; AID 1016;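 active means activation factor of 2 or more at 20 µM, a signal rise over negative controls twice the positive control's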
FLuc inh counter – counter-screen for luciferase assay inhibitors: firefly luciferase inhibition | 200,000 tested, 1.5% active | inhibition, % at 10 µM | ATPLite firefly luciferase biochemical luminescence, 10 min;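 active means inhibition above about 50% when tested at 10 µM, limit read from the data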
Target sequence (P08659 whole entry, looked up): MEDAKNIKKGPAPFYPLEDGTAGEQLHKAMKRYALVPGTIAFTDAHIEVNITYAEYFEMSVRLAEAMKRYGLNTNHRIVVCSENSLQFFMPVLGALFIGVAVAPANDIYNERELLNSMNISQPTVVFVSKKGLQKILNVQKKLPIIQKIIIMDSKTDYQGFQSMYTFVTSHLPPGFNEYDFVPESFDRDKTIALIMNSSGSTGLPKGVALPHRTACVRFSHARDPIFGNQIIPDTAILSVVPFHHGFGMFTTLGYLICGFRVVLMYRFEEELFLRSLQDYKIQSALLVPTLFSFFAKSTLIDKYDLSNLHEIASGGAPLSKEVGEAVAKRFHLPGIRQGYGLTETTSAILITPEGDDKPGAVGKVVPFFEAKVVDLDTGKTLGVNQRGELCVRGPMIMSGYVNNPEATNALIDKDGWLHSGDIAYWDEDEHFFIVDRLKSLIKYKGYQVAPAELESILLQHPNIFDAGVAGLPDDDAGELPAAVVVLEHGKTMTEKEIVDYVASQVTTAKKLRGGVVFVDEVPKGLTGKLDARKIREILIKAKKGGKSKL
TNAP inh hiacc – TNAP (human) inhibition, high acceptor | P05186 | purified TNAP, CDP-star luminescence, 1 M DEA | inhibition, % at 20 µM | 200,000 tested, 0.03% active | AID 1135;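 active means over 50% inhibition of tissue-nonspecific alkaline phosphatase at 20 µM in the single-dose screen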;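 further: plate controls were DMSO wells for no effect and EDTA-quenched wells as full inhibition for full effect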
bIAP inhibitor – blocks bovine intestinal alkaline phosphatase activity; purified bovine IAP, CDP-star luminescence, 30 min; 190,000 tested, under 10 active; inhibition, % at 20 µM;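 active means over 50% inhibition of intestinal alkaline phosphatase at 20 µM in the single-dose screen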
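Incubation: 30 min reaction at room temperature / Material: purified bovine intestinal alkaline phosphatase (IAP) enzyme / Input: enzyme at 1/65,000,000 dilution / Dosing: 20 µM single dose / Signal: CDP-star luminescence signal / Reagent: CDP-star chemiluminescent phosphatase substrate, 30 µM final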
FLuc act counter – affects firefly luciferase, flagging false hits in luciferase stimulation screens; P08659; ATPlite luciferase biochemical, luminescence, 10 min; 0 = ATP-free wells, 1 = DMSO control; activation factor at 10 µM; 200,000 tested, under 10 active; AID 1027;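 active means luciferase activation factor, scaled between plate controls, of at least 2 with compound at 10 µM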
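System: cell-free luciferase reagent; medium: PBS as buffer for the ATP substrate; doses: test compounds dosed from 2 mM stocks in 100% DMSO; incubation: 10 min, room temperature; measured by: luminescence from luciferase reaction; read-out: luciferase activation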
TNAP inh noacc – blocks human TNAP activity with no phosphate acceptor present; purified TNAP, CDP-star luminescence, 30 min; 200,000 tested, 0.26% active; inhibition, % at 20 µM;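 active means tissue-nonspecific alkaline phosphatase inhibition above about 50% at 20 µM in the single-dose screen, limit read from the data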;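 further: 0% = DMSO negative control and 100% = EDTA positive control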
Starred values were filed as active, the others as inactive; . = no result given.

Structure	APP transl inh	TNAP act hi DEA	RAM network inh	L major viab	bIAP act	FLuc inh counter	TNAP inh hiacc	bIAP inhibitor	FLuc act counter	TNAP inh noacc
NS(=O)(=O)c1cccc(NC(=S)NCc2ccccc2)c1	2	1	0.9	7	1	1	0	-4	1	2
CNC(=O)C(Sc1ccccc1)c1ccccc1 (stereo not given)	49*	1	2.0	-9	0.9	-3	0	8	1	-5
COc1ccc(CNC(=O)CCS(=O)(=O)Cc2ccc(C)cc2)c(OC)c1	2	1	6.3	8	1	-4	-2	2	1	-12
O=C(CNC(=O)c1ccccc1)N/N=C/c1ccccc1Cl	-17	1	0.3	31	0.9	-2	-3	8	1	-16
O=C(Cn1cnc2cc([N+](=O)[O-])ccc2c1=O)N(Cc1ccccc1)C1CCS(=O)(=O)C1 (stereo not given)	-21	1	0.9	7	1	-6	-3	1	1.1	-8
O=C(Nc1ccccc1)N1CCCc2ccccc21	-32	1	2.1	-1	0.9	1	0	7	1	2
COc1ccc(-c2cc(C(=O)N3CCCc4ccccc43)no2)cc1OC	-8	1	-0.8	-3	0.9	-5	-4	10	1	3
CCCCn1c(NC(C)=O)c(C#N)c2nc3ccccc3nc21	52*	1	3.0	-2	1	-2	-2	4	1	-5
O=C(NC(NC(=S)N1CCOCC1)C(Cl)(Cl)Cl)c1ccc(Cl)cc1 (stereo not given)	10	1	-1.5	8	0.7	-8	0	29	1.1	-14
COC1=NS(=O)(=O)c2ccccc21	26	1	-1.1	-6	0.8	0	-1	16	1	-16
Cc1cc(C)cc(Nc2c(F)c(F)c(F)c(F)c2C(=O)O)c1	-17	1	0.8	-8	1.1	-5	2	-13	1	-7
Cc1ccn2cc(C(=O)Nc3ccc4c(c3)OCCO4)nc2c1	-143	1.1	-0.3	-6	0.9	73*	-5	8	0.3	-14
COc1ccc2c(c1OC)C(=O)N(c1ccc(O)cc1)C2=O	-30	1	5.3	-7	1	40	-3	-2	0.6	-3
CC(=O)N1CCN=C1SCc1ccccc1Cl	-2	1.1	0.9	-4	1	-4	-5	1	1	-18
N#Cc1c(NC(=O)CSc2nc(N)cc(=O)[nH]2)sc2c1CCCCCC2	1	1	2.6	-1	0.9	-4	0	6	1	-7
COCCNc1ccc(N2C(=O)CCCC2=O)cc1[N+](=O)[O-]	-17	0.9	1.7	-6	0.8	-4	13	22	1	20
COc1ccc(NC(=O)COc2ccc(CNCCCN3CCOCC3)cc2OC)cc1	7	1	1.6	-2	1.1	-8	3	-9	1.1	6
C=CCn1cnc2scc(-c3ccc(CC)cc3)c2c1=O	-2	1	-0.8	3	1	-7	2	5	1.1	4
Cc1ccc(CC2CC(=O)N(c3ccc4c(c3)OCCO4)C2=O)cc1 (stereo not given)	-2	1.1	-0.9	-6	1	-8	-6	2	1.1	-3
O=C(Nc1cccnc1)c1ccco1	26	1	1.6	-2	1	-9	-4	2	1.1	-4
CCC(C)(C)C(=O)Nc1cc([N+](=O)[O-])ccc1F	-9	1	1.2	-7	1	-5	-2	4	1	-24
CCOC(=O)C(C)n1cnc2c(nnn2Cc2ccc(C)cc2)c1=O (stereo not given)	-7	1	1.2	2	1	-3	-5	-3	1	-3
O=C(NCC1OCCc2ccccc21)c1ccc(NC(=O)c2ccc(Cl)cc2)cc1 (stereo not given)	3	1	3.7	-3	1	-4	0	2	1	-10
CCc1nc(N2CCCC2)c(C#N)c2c1CCCC2	-18	1	1.1	1	0.9	-4	-1	10	1	0
COc1ccc(C)cc1Nc1nc(-c2c(C)[nH]c3ccccc23)cs1	-1	0.9	1.2	98*	0.9	0	5	12	1	-7

Structure	APP transl inh	TNAP act hi DEA	RAM network inh	L major viab	bIAP act	FLuc inh counter	TNAP inh hiacc	bIAP inhibitor	FLuc act counter	TNAP inh noacc
CCCCC(=O)Nc1ccc(C(=O)OC2CCCCC2)cc1	-13	1	6.3	13	0.6	-1	-1	44	1	-1
O=C(NNC(=O)c1sccc1-n1cccc1)c1cccc(Cl)c1	6	1	2.7	-2	1.2	-1	-4	-20	1	-18
O=C(c1cccs1)N1CCC(N2CCN(c3ccccc3)CC2)CC1	19	1.1	0.7	86*	1.1	4	-6	-5	1	-4
COc1cc([N+](=O)[O-])cc(/C=N/NC(=O)C(C)Nc2cccc(C)c2)c1O (stereo not given)	4	0.8	0.9	-3	1.4	-4	21	-38	1	-48
CCCc1nnc(SCC(=O)Nc2ccc(OC)cc2)n1N	6	1	0.1	2	1	1	-4	3	1	-9
COc1ccc(-c2ccc(SCC(=O)NCc3ccc4c(c3)OCO4)nn2)cc1OC	-15	1.1	12*	4	0.9	10	-5	6	0.9	-9
O=C(NCCN1CCCCC1)Nc1ccccc1	12	1.1	-0.6	0	1	-4	-10	0	1	-13
O=C(CCc1ccc(S(=O)(=O)NCc2ccccc2)cc1)NCc1ccco1	7	1	1.9	-5	1	-3	2	-5	1	-2
N/C(=N\OC(=O)CN1C(=O)c2ccccc2C1=O)c1ccc(Cl)cc1	0	1	5.6	-5	1	-2	-2	1	1	-9
Fc1ccc(Cn2nnc(-c3ccc(CN4CCOCC4)cc3)n2)cc1	-12	1	1.2	95*	1.1	-7	-2	-6	1.1	-21
O=C(Cn1c(=O)n(-c2ccc(F)cc2)c(=O)c2sccc21)NC1CCCCC1	-17	1	2.1	1	0.9	-4	-5	7	1	-12
CCCCNC(=O)NCC(=O)Nc1ccc(F)c(F)c1	4	1	2.5	-6	0.9	-11	-3	9	1.1	0
CCOc1ccc(S(=O)(=O)N/N=C(\C)c2ccc(Cl)c(Cl)c2Cl)cc1	-4	1	5.0	-5	1	2	4	0	1	-8
C=CCn1c(SCC(=O)Nc2nccs2)nnc1-c1cc2cccc(OC)c2o1	12	1	4.4	14	0.9	-2	-1	13	1	0
S=C(NC12CC3CC(CC(C3)C1)C2)N1CCCC1	-12	1	0.7	53*	0.9	-9	-2	11	1.1	0
CN=C1S/C(=C\c2ccc(Sc3ccc(Cl)cc3)o2)C(=O)N1C	1	1	1.3	-3	1.1	-8	0	-5	1.1	4
CCC(C(=O)N1CCN(S(C)(=O)=O)CC1)c1ccccc1 (stereo not given)	-3	1.1	0.8	-7	1.1	-8	-5	-10	1.1	-4
Cc1cc(Cl)ccc1OCC(=O)NCCC(=O)O	-9	1.1	2.3	-7	1	-7	-10	-1	1.1	-24
O=C(CN1C(=O)C2C3C=CC(C4CC34)C2C1=O)Nc1cnc2ccccc2c1 (stereo not given)	10	1	4.3	-2	1.2	15	-3	-20	0.8	-7
COc1ccc(C(=O)NNC(=O)Nc2ccc(C)cc2)cc1	-10	1.1	0.9	-4	1	-9	-6	3	1.1	-10
Cc1ccc(S(=O)(=O)NC2=NCN(Cc3ccccc3)CN2)cc1	8	1	1.6	-4	0.9	-6	-3	7	1.1	-1
COc1ccc(NC(=O)COC(=O)c2cccc(S(=O)(=O)N(C)C)c2)cc1	4	1.1	2.3	1	1	-3	-6	0	1	-16
CC1=CC(C)(C)N=C(Nc2nc(C)c3cc(C)cc(C)c3n2)N1	-2	1	1.2	97*	1.3	-8	-5	-33	1.1	-36
CCn1c(CSc2n[nH]c(N)n2)nc2cc(C(=O)O)ccc21	-22	1	2.2	7	1.1	-5	-3	-10	1.1	-12
O=C(NCc1ccco1)c1ccc(Cl)c(S(=O)(=O)Nc2ccccc2)c1	9	1	0.3	9	1	-5	-4	0	1	-14

2 entries drawn at random from the list so far:
Structure	APP transl inh	TNAP act hi DEA	RAM network inh	L major viab	bIAP act	FLuc inh counter	TNAP inh hiacc	bIAP inhibitor	FLuc act counter	TNAP inh noacc
CCCc1nnc(SCC(=O)Nc2ccc(OC)cc2)n1N	6	1	0.1	2	1	1	-4	3	1	-9
CCCCNC(=O)NCC(=O)Nc1ccc(F)c(F)c1	4	1	2.5	-6	0.9	-11	-3	9	1.1	0

Compound profiles, from the list above.
CCC(C(=O)N1CCN(S(C)(=O)=O)CC1)c1ccccc1 (stereo not given) is listed as APP transl inh: -3; TNAP act hi DEA: 1.1; RAM network inh: 0.8; L major viab: -7; bIAP act: 1.1; FLuc inh counter: -8; TNAP inh hiacc: -5; bIAP inhibitor: -10; FLuc act counter: 1.1; TNAP inh noacc: -4
CCn1c(CSc2n[nH]c(N)n2)nc2cc(C(=O)O)ccc21 is listed as APP transl inh: -22; TNAP act hi DEA: 1; RAM network inh: 2.2; L major viab: 7; bIAP act: 1.1; FLuc inh counter: -5; TNAP inh hiacc: -3; bIAP inhibitor: -10; FLuc act counter: 1.1; TNAP inh noacc: -12

Remaining list, next part:
Structure	APP transl inh	TNAP act hi DEA	RAM network inh	L major viab	bIAP act	FLuc inh counter	TNAP inh hiacc	bIAP inhibitor	FLuc act counter	TNAP inh noacc
COc1ccc(Cl)c(Cn2c(NCCCO)nc3c2c(=O)n(C)c(=O)n3C)c1	11	1	-0.6	2	1	-1	-1	-5	1	-9
Cc1ccc(C)c(S(=O)(=O)NCCCn2ccnc2)c1	.	1	1.9	6	1.1	0	2	-7	1	10
O=C(O)Cn1cnc2scc(-c3cccs3)c2c1=O	-1	1	.	-3	1	-4	-2	-1	1	-9
COc1cc(-n2c(=O)c3ccccc3n(CC(=O)c3ccc(F)cc3)c2=O)cc(OC)c1OC	-1	1	2.9	-1	1	0	0	-1	1	-11
CCOCCn1c(SCC)nc2c1c(=O)[nH]c(=O)n2C	-10	1	1.6	-2	0.9	-4	-5	14	1	4
O=C(CN1CCN(c2cccc(Cl)n2)CC1)N1CC(O)CO1 (stereo not given)	-7	1	-0.6	-5	1.1	-5	-2	-13	1.1	-4
CSc1ccccc1NC(=O)C1CC(c2ccccc2O)=NO1 (stereo not given)	-20	1	0.9	-7	0.9	-6	-1	8	1.1	1
O=C(NCCN1CCCC1)c1ccc(Cn2c(=S)[nH]c3ccc(Br)cc3c2=O)cc1	4	1	1.5	7	1.1	-6	-2	-9	1.1	-4
Cc1ccc(C(=O)O)cc1-n1c(C)cc(C=O)c1C	-1	1	2.6	-3	1.1	-7	-5	-7	1.1	-6
Cc1cc(Cl)c(OCCCN(C)C)c(Br)c1	-10	1	0.6	79*	0.9	-5	-4	7	1	-12
Cc1[nH]c2ccccc2c1-c1ccc(Cl)nn1	6	1	0.1	-2	1.1	-3	-2	-10	1	-4
CC1=NOC(=O)/C1=C\c1ccc(-c2ccc(Cl)c(C(=O)O)c2)o1	1	1	0.1	-5	1.1	0	0	-10	1	-12
COc1cccc(C(c2sc3ncnn3c2O)N2CCN(C(=O)c3ccco3)CC2)c1 (stereo not given)	5	1	2.9	-2	0.9	-1	2	8	1	7
COc1ccc(C(CNC(=O)c2ccccc2C)N2CCCC2)cc1 (stereo not given)	10	1	2.9	8	1.1	-4	-3	-11	1	-21
O=C(CNC(=O)c1ccccc1)NCC(=O)OCC(=O)c1ccc([N+](=O)[O-])cc1	9	1	2.5	-12	0.7	-6	-2	26	1.1	0
CN(C)c1cccc(C(=O)N/N=C/c2ccccc2F)c1	-139	1	-0.5	-4	1	95*	2	2	0	3
COc1ccc(CCNC(=O)CSCc2ccc([N+](=O)[O-])cc2)cc1OC	7	1	1.2	-4	1.1	-2	-4	-11	1	-8
N#Cc1ccsc1NC(=O)CSc1nnnn1-c1ccc(O)cc1	-10	1.1	4.9	-7	1	-5	-5	-4	1.1	-9
